Source: PubChem BioAssay (several laboratories)
CRFBP-R2 block = antagonists of CRF-BP/CRF-R2 complex, primary screen, cell-based, HEK293, calcium dye fluorescence, uHTS. CRF-induced calcium fluorescence. inhibition, % at 11.8 µM. AID 588475, 2011. 350,000 tested, 0.59% active;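 active = inhibition of the ligand-induced calcium signal above about 50% at the single tested concentration, limit read from the data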
CHO-K1 Ca PAM = nonselective calcium activators in parental CHO-K1 cells, primary screen, counter-screen for M1 PAM project, cell-based, Fluo-8 calcium fluorescence, full deck, 1536-well; ATP EC20; 0% at ATP EC20, 100% at ATP max; activation, % at 3 µM; 360,000 tested, 0.02% active;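 active = activation above the run cutoff, the mean activation of all test compounds plus 3 SD, cut at about 40% in these data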;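 note: peak over basal fluorescence ratio in a 140 s read after ATP addition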
M5 ag = human M5 muscarinic receptor agonists, primary screen, CHO-K1 cells, Fluo-8 calcium fluorescence; Muscarinic acetylcholine receptor M5 (Homo sapiens), P08912; CHO-K1 hM5 cells; 0% DMSO wells, 100% maximal acetylcholine response; activation, % at 3 µM; 360,000 tested, 0.19% active;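 active = activation above the run's mean over test compounds plus 3 SD, cut at about 23% in these data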;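 note: signal is peak over basal fluorescence ratio across the kinetic read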
CHRM5 antagonist = human M5 muscarinic receptor antagonists, primary screen, CHO cells, Fluo-8 calcium fluorescence; Muscarinic acetylcholine receptor M5 (Homo sapiens), P08912; CHO-hM5 cells, ACh EC80; inhibition, % at 3 µM; 360,000 tested, 0.59% active; AID 624040, 2012;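 active = inhibition above a per-plate cutoff, the mean of that plate's test compounds plus 3 SD, cut at about 27% in these data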;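 note: 0% = acetylcholine EC80 with DMSO and 100% = DMSO without agonist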
M5 PAM = human M5 muscarinic receptor positive allosteric modulators, primary screen, CHO-K1 cells, Fluo-8 calcium fluorescence | Muscarinic acetylcholine receptor M5 (Homo sapiens), P08912 | activation, % at 3 µM | 360,000 tested, 0.3% active | CHO-K1 hM5, ACh EC20 PAM; 0% = ACh EC20, 100% = ACh EC100 | AID 624038, 2012;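 active = activation above the run cutoff, the mean activation of all test compounds plus 3 SD, cut at about 18% in these data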
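Assay system: CHO-K1 hM5 cells. Also added: acetylcholine at EC20 concentration, added after compound. Dosing: 3 µM, single dose. Times: compound preincubation 140 s before EC20 acetylcholine addition. Signal: Fluo-8 calcium fluorescence. Measure: % activation relative to EC20 and EC100 ACh responses. Repeats: singlicate, one well per test compound.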
M4 PAM = human M4 muscarinic receptor positive allosteric modulators, primary screen, CHO-K1 cells, Fluo-8 calcium fluorescence; activation, % at 3 µM; AID 624126, 2012; CHO-K1 hM4/Gqi5, ACh EC20; 0% = ACh EC20, 100% = maximal ACh; Muscarinic acetylcholine receptor M4 (Homo sapiens), P08173; 360,000 tested, 0.4% active;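 active = activation above its plate's cutoff, the mean activation of sample wells plus 3 SD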; note: some results filed as inactive read as strong as hits
Target sequence (P08173 whole entry, looked up): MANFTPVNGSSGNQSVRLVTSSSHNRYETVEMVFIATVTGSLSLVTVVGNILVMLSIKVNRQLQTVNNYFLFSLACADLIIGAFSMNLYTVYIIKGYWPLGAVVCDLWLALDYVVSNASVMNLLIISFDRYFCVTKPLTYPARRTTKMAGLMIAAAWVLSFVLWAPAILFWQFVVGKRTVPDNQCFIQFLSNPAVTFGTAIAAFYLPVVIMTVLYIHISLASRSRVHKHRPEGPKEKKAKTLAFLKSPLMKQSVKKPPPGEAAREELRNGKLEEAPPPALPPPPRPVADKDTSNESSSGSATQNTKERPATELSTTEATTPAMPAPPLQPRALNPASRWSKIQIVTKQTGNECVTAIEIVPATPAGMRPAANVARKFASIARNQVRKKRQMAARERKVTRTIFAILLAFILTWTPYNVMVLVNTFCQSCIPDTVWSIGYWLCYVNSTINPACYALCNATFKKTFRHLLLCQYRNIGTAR
TAAR1 ag = human TAAR1 agonists, primary screen, Fluo-8 calcium fluorescence, CHO RD-HGA16 cells | Trace amine-associated receptor 1 (Homo sapiens), Q96RJ0 | vehicle wells 0%, saturating PEA agonist 100% | activation, % at 3 µM | 360,000 tested, 0.99% active | AID 624467, 2012;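 active = activation above the mean activation of all test compounds in the run plus 3 SD, cut at about 38% in these data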
Target sequence (Q96RJ0 whole entry, looked up): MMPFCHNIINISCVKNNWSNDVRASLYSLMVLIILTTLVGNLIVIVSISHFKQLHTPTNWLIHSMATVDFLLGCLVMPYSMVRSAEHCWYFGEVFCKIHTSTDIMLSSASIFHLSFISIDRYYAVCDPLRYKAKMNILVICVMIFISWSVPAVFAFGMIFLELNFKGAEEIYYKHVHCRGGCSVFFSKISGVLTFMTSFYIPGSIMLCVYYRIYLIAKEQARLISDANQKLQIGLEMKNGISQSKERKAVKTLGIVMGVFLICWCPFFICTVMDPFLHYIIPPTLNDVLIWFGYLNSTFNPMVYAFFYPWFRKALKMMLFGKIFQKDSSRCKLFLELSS
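System: CHO RD-HGA16 cells carrying human TAAR1 plus Gα16; Incubation: 17-24 h seeding, 75 min 37 °C dye, 30 min RT; Measured by: Fluo-8 fluorescence, 5 s baseline then 140 s kinetic read; Control set: DMSO and PEA EC100; Replication: single well for each compound.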
TAAR1 antagonist = human TAAR1 antagonists, primary screen, Fluo-8 calcium fluorescence, CHO RD-HGA16 cells; AID 624466, 2012; 360,000 tested, 1.5% active; antagonist; inhibition, % at 3 µM; Trace amine-associated receptor 1 (Homo sapiens), Q96RJ0;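 active = inhibition above a per-plate cutoff, the mean inhibition of test compounds on that plate plus 3 SD, cut at about 49% in these data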;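 note: 0% = DMSO plus EC80 beta-PEA response and 100% = DMSO alone without agonist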
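Material: RD-HGA16 CHO cells with stable hTAAR1 and Gα16; Dosing: single nominal final test compound concentration of 3 µM; Schedule: seeding 17-24 h prior, 75-min 37 °C, 30-min RT dye loading; Detection: kinetic Fluo-8 calcium fluorescence measurement; Measure: % inhibition from peak post-agonist over basal fluorescence ratio; Benchmarks: vehicle and agonist controls.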
CRFBP-R2 agonist = agonists of CRF-BP/CRF-R2 complex, primary screen, cell-based, HEK293, calcium dye fluorescence, uHTS; CRF-binding protein / CRF receptor 2 complex (human); calcium dye fluorescence (FLIPR); percent of saturating CRF peptide response; activation, % at 13.2 µM; 350,000 tested, 0.46% active; AID 588473, 2011;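 active = activation of at least 50%, plus an integration ratio under a set limit after plate pattern correction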;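 note: plate controls were neutral control wells without compound for no effect and CRF at EC100 for full effect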
The depositor's hits bear a star; / = not tested or not shown. Outcome played no part in choosing rows, and some 4.2% of all compounds hit somewhere here.

SMILES	CRFBP-R2 block	CHO-K1 Ca PAM	M5 ag	CHRM5 antagonist	M5 PAM	M4 PAM	TAAR1 ag	TAAR1 antagonist	CRFBP-R2 agonist
CCCc1ccc(-c2cc(C(=O)N3CCN(c4ccccn4)CC3)c3ccccc3n2)cc1	-13.4	-15.9	-0.8	5.4	3.7	7.5	0.8	14.6	2.7
O=C1NC(=O)C(Cc2ccc(O)cc2)N1 (stereo unspecified)	2.8	9.0	0.0	0.9	0.3	9.3	0.6	0.0	-0.9
Cc1cccc(NC(=O)CCNS(=O)(=O)c2cccc3nonc23)c1C	-15.3	14.6	0.9	2.7	4.9	5.5	7.8	6.0	1.2
Fc1ccc(C(CCCn2nnc(-c3cccnc3)n2)c2ccc(F)cc2)cc1	-0.6	15.3	-9.8	21.9	-54.2	-17.6	17.3	90.0*	1.4
Cc1c(C#N)c(SCC(N)=O)nc2c1CCCC2	-2.4	15.1	-2.9	-7.5	3.9	8.4	4.2	-1.8	4.7
CC1=C(C(=O)OCc2ccccc2)C(c2ccc(C(C)(C)C)cc2)NC(=O)N1CCCCCC(=O)O (stereo unspecified)	-9.2	1.6	4.1	6.1	1.3	9.9	8.0	1.9	1.4
CCN(CC)c1ccc(/C=N/N(c2ccccc2)c2ccccc2)c(O)c1	-29.8	21.1	-2.2	-4.7	1.0	1.3	6.4	-2.8	0.8
Cc1cccc(Cc2cnc(N3C(=N)SC(C)C3=O)s2)c1 (stereo unspecified)	2.0	0.5	2.3	15.1	-1.8	-0.3	-0.1	9.6	-1.3
Cc1ccc(C)n1-c1ccccc1N1CCCCC1	-3.1	10.9	-1.0	5.5	1.1	10.0	1.4	-17.3	-1.7
O=C(Nc1cccc(S(=O)(=O)NCc2ccco2)c1)c1cc(-c2ccc(F)cc2)nc2ccccc12	-10.9	22.0	0.9	16.1	-14.6	-9.5	11.1	57.1*	12.6
CC(C)(CO)CNC(=O)c1ccc2nc(Cc3cccc(Cl)c3)oc2c1	8.9	16.2	-3.4	3.4	4.7	4.0	2.0	1.8	-1.1
Cc1ccc(-c2nc3ccsc3c(=O)[nH]2)cc1	-15.3	-15.9	0.4	-1.7	-0.2	-0.2	3.2	-33.1	3.4
CC[C@]12c3[nH]c4cc(CCC(=O)N(C)C)ccc4c3CCN1C(=O)[C@@H](CC(=O)NCC13CC4CC(CC(C4)C1)C3)C[C@@H]2C(=O)N1CCN(C(=O)C2CC2)CC1	4.2	19.5	-1.3	8.0	-4.2	-3.8	1.1	7.8	-0.1
CC1CC(C)CN(C(=O)C2CCN(S(=O)(=O)c3ccc4c(c3)CC(C)N4C(=O)C3CC3)CC2)C1 (stereo unspecified)	-9.0	5.0	-1.9	9.8	-9.6	0.1	1.8	-0.6	-0.1
N#CC(=C(O)COC(=O)Cc1c[nH]c2ccccc12)c1nc2ccccc2[nH]1	-10.7	-12.4	3.2	15.8	-11.2	-2.5	4.0	27.0	0.4
NC1=NC(=O)/C(=C/c2ccc(Br)cc2)S1	9.7	15.9	2.4	7.9	-3.3	0.2	-2.5	-7.4	-0.3
O=C1NC(c2ccccc2)Nc2c1sc(=S)n2-c1ccccc1 (stereo unspecified)	-17.0	22.8	0.3	-5.3	-0.6	-0.9	6.9	-3.7	-1.1
O=C(NCC(c1ccco1)N1CCCC1)c1cc(S(=O)(=O)N2CCCCC2)ccc1Cl (stereo unspecified)	-2.0	4.0	-6.3	17.2	-6.6	0.8	12.2	-15.3	-0.7
COc1ccc(S(=O)(=O)N(C)CC(=O)NCc2ccco2)cc1Cl	-17.6	-5.7	-2.6	6.2	-3.5	-4.1	2.9	-1.7	0.8
O=C(Nc1cccc(-c2ccccc2)c1)N1CCN(C(=O)Nc2cccc(-c3ccccc3)c2)CC1	5.5	-10.9	-13.7	-3.6	5.6	13.7	0.1	-26.6	-3.0
Nc1ccn([C@@H]2O[C@H](CNCc3ccc(C#CCCO)cc3)[C@@H](O)[C@H]2O)c(=O)n1	6.8	-2.5	2.8	-5.9	-1.8	6.0	1.3	5.9	1.7
Cc1ccc(C)c(N(C(=O)CCC(=O)Nc2cc(C)on2)C(C(=O)NC2CCCC2)c2ccco2)c1 (stereo unspecified)	-11.9	29.1	-11.2	-3.1	0.8	10.9	21.6	8.3	0.7
Nc1cc(-c2ccc(Cl)cc2)nn1S(=O)(=O)c1cccc2nsnc12	20.5	15.7	-2.8	6.6	-4.7	-1.6	0.3	-6.6	-3.0
Cn1cc(CCCC(=O)NCc2ccc(F)cc2)c2ccccc21	21.7	7.0	-4.8	-6.0	3.2	5.7	2.7	2.1	0.7
O=C(NN=C1CCCC1)C(=O)Nc1cccc(C(F)(F)F)c1	5.6	18.8	-2.1	-1.9	3.8	9.5	10.2	-3.1	-0.4
CSc1ccc(C(=O)C2CCCN(C(=O)c3ccsc3)C2)cc1 (stereo unspecified)	1.3	10.3	2.3	-2.0	-4.0	-19.1	0.3	-12.1	-0.2
Cc1sc(NC(=O)CSc2nnc(-c3ccccc3)o2)c(C#N)c1C	5.2	16.1	2.1	-2.0	3.1	8.0	1.3	-10.7	-1.1
O=C(Nc1ccc(N2CCN(C(=O)c3ccc(Cl)cc3)CC2)cc1)c1cccs1	-11.1	-6.4	0.8	-13.9	8.4	9.4	0.5	-15.8	0.2
COc1cccc(N(C(=O)c2ccco2)C(C(=O)NC2CCCC2)c2cccnc2)c1 (stereo unspecified)	8.5	-7.5	1.9	-0.6	-3.8	-3.5	-3.1	-9.6	-1.7
O=c1/c(=C\c2ccc(O)cc2)sc2n1C(c1ccccc1)C(c1ccccc1)=NN=2 (stereo unspecified)	-49.0	8.1	-2.9	1.3	-1.5	-4.6	10.8	3.5	20.0
Cc1ccc(S(=O)(=O)N2CCN(C(=O)c3cc(S(=O)(=O)N4CCOCC4)c(Cl)cc3Cl)CC2)cc1	0.2	-6.4	2.1	3.5	-3.3	8.9	1.4	-13.6	-0.7
CCc1ccc(/C=C2/C(=O)N(CC)C(=S)N2C)s1	-22.4	10.9	-0.9	-8.7	2.7	1.5	0.5	8.4	-0.9
CC1Cc2ccccc2N1C(=O)CSc1nnc(-c2ccc(S(=O)(=O)N3CCCC3)cc2)o1 (stereo unspecified)	0.2	20.8	-0.3	6.3	-4.9	-1.9	7.1	-2.5	4.8
COCCNC(=O)C1CCC(CNS(=O)(=O)c2cccc3nsnc23)CC1 (stereo unspecified)	-14.2	-17.9	-4.5	1.3	-2.2	0.7	4.5	-10.8	0.2
CC(C)C(NS(=O)(=O)c1cccc2nsnc12)C(=O)NC1CCCCC1C (stereo unspecified)	-2.7	-7.6	-1.5	-11.4	6.5	2.8	/	/	0.1
CCOc1cccc(NC(=O)C2CC(=O)N(C)C(=Nc3cccc(F)c3)S2)c1 (stereo unspecified)	-4.3	11.5	-0.9	12.2	-5.0	-4.8	4.7	11.8	-1.4

The final 4 compounds of the section before are carried over, then new ones follow.
SMILES	CRFBP-R2 block	CHO-K1 Ca PAM	M5 ag	CHRM5 antagonist	M5 PAM	M4 PAM	TAAR1 ag	TAAR1 antagonist	CRFBP-R2 agonist
CC1Cc2ccccc2N1C(=O)CSc1nnc(-c2ccc(S(=O)(=O)N3CCCC3)cc2)o1 (stereo unspecified)	0.2	20.8	-0.3	6.3	-4.9	-1.9	7.1	-2.5	4.8
COCCNC(=O)C1CCC(CNS(=O)(=O)c2cccc3nsnc23)CC1 (stereo unspecified)	-14.2	-17.9	-4.5	1.3	-2.2	0.7	4.5	-10.8	0.2
CC(C)C(NS(=O)(=O)c1cccc2nsnc12)C(=O)NC1CCCCC1C (stereo unspecified)	-2.7	-7.6	-1.5	-11.4	6.5	2.8	/	/	0.1
CCOc1cccc(NC(=O)C2CC(=O)N(C)C(=Nc3cccc(F)c3)S2)c1 (stereo unspecified)	-4.3	11.5	-0.9	12.2	-5.0	-4.8	4.7	11.8	-1.4
COc1ccc([N+](=O)[O-])cc1N(CC(=O)NCCSc1ccccc1)S(C)(=O)=O	13.4	13.0	1.1	11.7	-12.6	-6.8	11.0	-0.9	1.8
NNC(=O)c1[nH]c2ccc([N+](=O)[O-])cc2c1-c1ccccc1	-13.3	11.2	-2.2	-2.7	9.9	4.8	0.1	-17.9	0.1
CCOc1cccc2c1OC1(C)CC2NC(=O)N1c1cccc(C(=O)NCc2ccccn2)c1 (stereo unspecified)	-10.9	19.3	-3.9	2.7	-3.6	0.4	2.4	8.4	-0.7
Cc1ccc2[nH]c(=O)c(CN(Cc3cccnc3)Cc3nnnn3CC3CCCO3)cc2c1 (stereo unspecified)	0.2	15.5	-8.7	-3.6	7.0	-9.9	-1.4	7.4	0.9
O=S(=O)(N/N=C\c1ccccc1O)c1ccc(Cl)cc1	20.3	3.1	-4.1	10.1	-4.4	2.3	-0.5	-25.3	-2.2
CCOC(=O)C(C)Oc1nc(Oc2ccccc2)nc(N(C)C)n1 (stereo unspecified)	-29.0	4.0	-3.2	0.8	-12.0	1.7	6.1	-34.7	-2.1
O=C(COC(=O)c1ccc(F)c(S(=O)(=O)N2CCOCC2)c1)Nc1ccc(Cl)cn1	5.5	15.1	-0.5	-1.6	-0.9	-1.3	-0.8	-8.7	0.2
CN(C)CC(C)(C)CNS(=O)(=O)c1ccc(Cl)cc1	-19.3	-6.7	-7.4	-0.6	4.2	-4.7	1.9	-14.3	6.0
N#Cc1ccccc1OCC(=O)NNC(=O)c1ccncc1	11.6	10.7	2.1	-2.2	-1.0	6.1	9.5	-17.8	0.4
Cc1cccc(C)c1NC(=O)C(c1ccc([N+](=O)[O-])cc1)N(C)C(=O)c1ccccn1 (stereo unspecified)	3.7	20.8	-0.4	0.8	2.2	-6.6	0.9	7.6	-0.3
COc1cccc(CNC(=O)c2cccnc2Sc2ccc(Cl)cc2)c1	4.9	-16.7	-1.4	20.1	-12.1	-7.2	2.2	9.4	-0.5
Cc1ccc(F)c(NC(=O)C2CCCCC2C(=O)O)c1 (stereo unspecified)	20.9	3.3	1.5	4.2	-3.0	4.3	0.7	1.4	0.4
O=C(c1ccco1)N1N=C(c2cccs2)CC1c1ccccc1O (stereo unspecified)	92.6*	-4.5	2.8	18.9	-10.3	-6.0	8.4	38.7	-9.4
CCN(CC)C(=O)Cn1cc(C(=O)C(=O)NCc2cccs2)c2ccccc21	-17.2	-5.1	-0.5	6.5	-2.7	-2.2	0.9	7.3	6.9
